Screens deposited in PubChem by several laboratories.
FBA Mtb inh: Mtb FBA enzyme inhibitors, primary screen, biochemical, fluorescence, strain H37Rv; Fructose-bisphosphate aldolase (Mycobacterium tuberculosis (strain ATCC 25618 / H37Rv)), …; purified M. tuberculosis FBA, fluorescence read-out; inhibition, % at 1 µM; 2.3% of 360,000 active; in the data active = inhibition above about 27%;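 also: 0% = vehicle and 100% = reference inhibitor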
Target sequence (P9WQA3 whole entry, looked up): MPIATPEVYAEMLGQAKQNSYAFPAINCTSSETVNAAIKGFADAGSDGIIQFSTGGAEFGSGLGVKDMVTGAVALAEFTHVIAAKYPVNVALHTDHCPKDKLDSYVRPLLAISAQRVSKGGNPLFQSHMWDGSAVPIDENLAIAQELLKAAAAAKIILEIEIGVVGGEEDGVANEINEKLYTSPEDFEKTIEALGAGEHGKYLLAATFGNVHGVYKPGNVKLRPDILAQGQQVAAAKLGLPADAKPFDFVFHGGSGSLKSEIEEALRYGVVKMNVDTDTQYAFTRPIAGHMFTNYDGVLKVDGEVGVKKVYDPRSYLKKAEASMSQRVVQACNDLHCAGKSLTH
VHR inh abs: VHR1 phosphatase inhibitors, primary screen, biochemical, absorbance, uHTS | Dual specificity protein phosphatase 3 (Homo sapiens), P51452 | inhibition, % at 13.3 µM | recombinant VHR phosphatase, pNPP absorbance | AID 1654, 2009 | 0.52% of 290,000 active; in the data active = inhibition above about 50%; also: some compounds called inactive have numbers as strong as hits
Target sequence (P51452 whole entry, looked up): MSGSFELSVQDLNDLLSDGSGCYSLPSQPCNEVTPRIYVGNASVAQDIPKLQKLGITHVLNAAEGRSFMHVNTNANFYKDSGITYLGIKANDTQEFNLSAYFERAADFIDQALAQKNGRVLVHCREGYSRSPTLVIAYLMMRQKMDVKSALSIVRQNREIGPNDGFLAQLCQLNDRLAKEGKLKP
Rv3671c inh: Rv3671c serine protease inhibitors, primary screen, biochemical, fluorescence polarization, M. tuberculosis H37Rv | inhibition, % at 5.96 µM | 0.048% of 320,000 active | AID 2606, 2010; in the data active = inhibition above about 38%;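 also: extracellular domain of Rv3671c used as enzyme; 0% = enzyme with DMSO and 100% = no enzyme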
Target sequence (P9WHR9 whole entry, looked up, the tested form may be a part): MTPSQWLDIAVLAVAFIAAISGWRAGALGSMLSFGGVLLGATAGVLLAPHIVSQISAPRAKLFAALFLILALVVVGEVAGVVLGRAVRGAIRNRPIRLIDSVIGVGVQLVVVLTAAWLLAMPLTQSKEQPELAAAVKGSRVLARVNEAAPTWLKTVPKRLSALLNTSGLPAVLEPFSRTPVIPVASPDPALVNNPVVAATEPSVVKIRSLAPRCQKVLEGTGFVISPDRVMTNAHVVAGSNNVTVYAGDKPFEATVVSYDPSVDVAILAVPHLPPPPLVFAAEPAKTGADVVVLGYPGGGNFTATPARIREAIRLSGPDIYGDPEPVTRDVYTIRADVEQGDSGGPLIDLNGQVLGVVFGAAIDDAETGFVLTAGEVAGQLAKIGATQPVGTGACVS
CCHFV vOTU inh: CCHFV vOTU protease inhibitors, primary screen, biochemical, Pep-AMC substrate, fluorescence; 0.55% of 370,000 active; inhibition, % at 11.5 µM; AID 651958, 2012; Crimean-Congo hemorrhagic fever virus L polyprotein viral ovarian tumor (vOTU) protease …; also: 0% = vehicle wells with enzyme and 100% = no enzyme wells
MazF activator: activators of E. coli MazEF toxin-antitoxin RNase, primary screen, biochemical, fluorescence, uHTS | FAM/BHQ RNA-DNA oligo cleavage fluorescence, 5 h | activation, % at 20 µM | 0.32% of 350,000 active | AID 504720, 2011; in the data active = activation above about 50%
Target sequence (P0AE70 whole entry, looked up): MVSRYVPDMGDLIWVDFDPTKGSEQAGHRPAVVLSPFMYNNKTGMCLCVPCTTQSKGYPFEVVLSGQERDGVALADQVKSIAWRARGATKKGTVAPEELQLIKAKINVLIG
BoNT-F LC inh: BoNT/F light chain protease inhibitors, primary screen, biochemical, flow cytometry, MLPCN library. Multiplex microsphere protease cleavage assay. 0.22% of 360,000 active. Botulinum neurotoxin type F light chain protease (Clostridium botulinum). inhibition, % at 10 µM; in the data active = inhibition above about 35%, passing the limit was not always enough; inconclusive = no clear call, values can overlap the other calls; also: plate controls were buffer without enzyme for full effect and enzyme alone for no effect
FadD28 binding: inhibitors of FadD28 bisubstrate probe binding, primary screen, biochemical, fluorescence polarization, single point | Mycobacterium tuberculosis FadD28 fatty-acid-AMP ligase | inhibition, % at 12.5 µM | 0.22% of 360,000 active; in the data active = inhibition above about 8.5%, passing the limit was not always enough; inconclusive = no clear call, values can overlap the other calls
Mtb UGM inh: M. tuberculosis UGM enzyme inhibitors, primary screen, biochemical, fluorescence polarization, single point | 0.06% of 320,000 active | UDP-galactopyranose mutase (Mycobacterium tuberculosis (strain ATCC 25618 / H37Rv)), … | AID 504406, 2011 | inhibition, % at 10 µM | purified UGM, fluorescence polarization probe displacement; in the data active = inhibition above about 10%, passing the limit was not always enough; inconclusive = no clear call, values can overlap the other calls
BioA inh: M. tuberculosis BioA enzyme inhibitors, primary screen, biochemical, plate reader, single point, HTS | purified M. tuberculosis BioA enzyme | 7,8-diaminopelargonic acid synthase BioA (Mycobacterium tuberculosis) | 0.096% of 360,000 active | AID 602481, 2012 | inhibition, % at 9.99 µM; in the data active = inhibition above about 40%; inconclusive = no clear call, values can overlap the other calls
GDH-TPI counter: GDH-TPI coupling enzyme inhibitors, primary screen, artefact control for M. tuberculosis FBA inhibitor project, biochemical, absorbance, full deck. inhibition, % at 4.8 µM. 1.2% of 360,000 active. GDH-TPI coupled enzyme counterscreen, NADH absorbance;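 also: 0% = DMSO wells and 100% = wells lacking the enzyme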
* marks the source's active call; other numbers are inactive results; ? = inconclusive; . = not tested or not shown; & = joins results of further samples. Rule as the data show it, unless noted: active = inhibition above about 30%; inactive = the rest.

SMILES | FBA Mtb inh | VHR inh abs | Rv3671c inh | CCHFV vOTU inh | MazF activator | BoNT-F LC inh | FadD28 binding | Mtb UGM inh | BioA inh | GDH-TPI counter
Cc1cc(NS(=O)(=O)c2ccc(NC(=O)/C=C/c3c(F)cccc3Cl)cc2)nc(C)n1 | -3 | 37 | -13 | 0 | -8 | 5 | -8.9 | 0.7 | 2.8 | 5
CC1(C)Cc2c(sc(NC(=O)C(C)(C)C)c2C#N)C(C)(C)N1 | 2 | 36 | 1 | 1 | 3 | -16 | -0.9 | 0.1 | -2.0 | 0
Cn1c2ccccc2c2cc([N+](=O)[O-])ccc21 | 3 | 21 | 6 | -1 | 10 | -3 | -3.6 | 1.4 | . | 2
Cc1cc(C)cc(N(C(=O)c2nsc(Cl)c2Cl)C(C(=O)NC2CCCC2)c2ccc(O)cc2)c1 (stereo not drawn) | 0 | 18 | -24 | 16 | 2 | -6 | -4.4 | -0.3 | . | -12
O=C(CN(C(=O)c1ccc(Cl)cc1)N1C(=O)C2C3C=CC(C3)C2C1=O)c1cccs1 (stereo not drawn) | -1 | -14 | 1 | -2 | -4 | -2 | -1.1 | 0.3 | 0.9 | 9
O=C(NCc1ccc(Cl)c(Cl)c1)c1cc(C2CCCCN2C(=O)c2ccccn2)on1 (stereo not drawn) | 0 | . | . | -14 | . | 2 | -2.6 | . | -0.9 | 12
O=S(=O)(NC1CCCCC1N1CCCCC1)c1ccccc1 (stereo not drawn) | 2 | 40 | 1 | -7 | 1 | -2 | -2.2 | -0.6 | -2.7 | 3
CCCCNC(=O)c1[nH]c(=O)cnc1-c1ccccc1 | 3 | . | . | 10 | . | 4 | 0.4 | . | -3.6 | .
C/C(=N\NC(=O)c1ccc(CN2CCOCC2)cc1)c1cccc([N+](=O)[O-])c1 | -1 | 16 | 9 | -8 | -1 | -2 | -2.6 | -1.5 | . | 12
O=C(c1ccc([N+](=O)[O-])o1)N1CCN(c2nc3c(Cl)cccc3s2)CC1 | -1 | . | -3 | 3 | 2 | -8 | -2.3 | -0.9 | . | 7
Cc1ccc(-c2csc(NCCc3nc4cc(Cl)c(Cl)cc4n3CCOCCO)n2)cc1 | 4 | . | 6 | 5 | 1 | 2 | -0.7 | 2.4 | -4.1 | 0
CC(C)NC(=O)N1CCC(n2nccc2NC(=O)CCOc2ccccc2)CC1 | 1 | 2 | 0 | 14 | 2 | -10 | ? | -1.8 | 0.1 | 0
CN(C(=O)c1ccc(NC(=O)Cc2cccc(NC(=O)C3CCN(C(=O)c4ccccc4)CC3)c2)cc1)C1CC1 | 3 | . | . | -4 | 0 | -8 | 0.7 | . | 1.0 | 11
CCOC(=O)C1=C(COC(=O)CCOc2ccc(OC)cc2)NC(=O)NC1C (stereo not drawn) | 4 | . | -4 | -11 | 3 | 3 | -0.8 | 0.9 | 0.2 | -1
COc1ccc(CCNC(=O)c2cc3cc(F)ccc3nc2C)cc1OC | 2 | . | 7 | -2 | 4 | 2 | -3.2 | 0.0 | -0.5 | 3
O=C1Nc2ccc(Cl)cc2C(C#CC2CC2)(C(F)(F)F)O1 (stereo not drawn) | -4 | -2 | -6 | 24 | 3 | -5 | -21 | 1.4 | 2.7 | 5
Cc1nnc(-c2cccc(Br)c2)c2cn(-c3ccc(Br)cc3)nc12 | 3 | 20 | -15 | 8 | -69 | 10 | -6.7 | -3.1 | 1.4 | -8
N#Cc1c(N)nc2c(c1N)CC(=O)N2c1ccccc1-c1ccccc1 | -1 | 29 | -1 | 10 | 3 | -12 | 0.5 | -4.2 | 0.0 | 1
COc1ccc(NC(=O)c2cc(-c3ccc(OC)c(OC)c3)nc3ccccc23)c(OC)c1 | 2 | 26 | -4 | 3 | 6 | -31 | -1.4 | -1.1 | -1.0 | 10
S=C(NCc1ccccc1)N1CCN(C(=S)NCc2ccccc2)CC1 | 3 | . | 4 | 21 | -5 | 6 | -3.3 | 0.8 | -1.8 | -11
O=C(CN1CCN(S(=O)(=O)c2ccccc2)CC1)Nc1ccc([N+](=O)[O-])cc1 | 3 | 6 | -13 | 1 | -6 | 1 | -3.3 | 0.6 | . | 11
CCn1ccc(C(=O)Nc2ncc(C)s2)n1 | -1 | 9 | -2 | 1 | 4 | -2 | -0.1 | 0.8 | -1.8 | 4
CN(Cc1ccccc1)Cc1nc2c([nH]1)c(=O)n(C)c(=O)n2C | 2 | 27 | 0 | 13 | -9 | -3 | 1.2 | -3.6 | -2.3 | 5
CC(C)(C)c1cc(C(=O)N/N=C/c2ccncc2)n[nH]1 | 2 | 10 | 13 | 6 | 5 | -1 | . | 0.4 | 0.3 | 5
CNC(C(=O)c1ccccc1)C(OC)c1ccccc1 (stereo not drawn) | 1 | 14 | 6 | 9 | 7 | -16 | 0.4 | -0.3 | -1.5 | -2
Cc1cc2cc(CN(CC3CCCO3)C(=S)Nc3ccccc3)c(=O)[nH]c2cc1C (stereo not drawn) | 0 | 5 | -5 | 6 | 21 | -13 | -4.8 | 1.0 | . | 5
Cc1cccc(N(Cc2ccc(Cl)cc2)S(C)(=O)=O)c1 | 4 | 6 | -4 | -4 | -8 | -1 | -4.9 | 0.1 | -0.7 | -1
COc1cc(OC)c(OC)cc1C=Cc1ccc2ccccc2n1 | 7 | . | . | 14 | 3 | -14 | 2.8 | . | 0.3 | 31*
COc1ccc(CSc2nc3ccccc3[nH]2)cc1 | -3 | 6 | -6 | 7 | -1 | 1 | -2.4 | 0.9 | 1.9 | -2
O=C(CCS(=O)(=O)Cc1ccccc1F)NCc1ccccc1Cl | -1 | 2 | 5 | 5 | 0 | -8 | 0.8 | 2.0 | -2.9 | 2
Cn1c(NCCCO)nc2c1c(=O)n(Cc1ccccc1F)c(=O)n2C | 0 | 6 | -2 | 6 | -2 | -2 | -3.5 | -2.5 | -1.7 | -3
O=C(c1cc(S(=O)(=O)N2CCCCC2)ccc1F)N1CCC2(CC1)OCCO2 | 3 | 7 | -3 | -13 | 4 | -1 | -0.7 | -0.6 | -0.5 | 6
COc1ccccc1N1N=C(C(=O)c2ccccc2)C2C(=O)N(c3ccc(Br)cc3)C(=O)C21 (stereo not drawn) | 3 | 1 | 1 | -6 | -147 | -4 | -3.9 | 31* | 7.5 | 4
C#CCOc1ccc(/C=C2/C(=O)ON=C2C)cc1OCC | 5 | -25 | -2 | 11 | -1 | -15 | -4.9 | -0.7 | -1.2 | 0
CN(C(=O)CSc1nc(-c2ccccc2)c(-c2ccccc2)o1)C1CCS(=O)(=O)C1 (stereo not drawn) | 1 | 13 | -7 | 4 | 7 | -7 | -3.5 | -0.8 | 1.2 | -2
CCCCCC(=O)N1CCN(CCN=CC2=C(O)CC(c3ccc(OC)cc3)CC2=O)CC1 (stereo not drawn) | 5&-3 | -24 | -4 | -12&12 | 10&-6 | -7&-2 | 0.3&0.0 | -2.6 | -1.9&-0.6 | 3&-1
O=C(O)CCCNC(=O)/C(=C\C=C\c1ccccc1)NC(=O)c1ccccc1Cl | -1 | -9 | 4 | -2 | 23 | -2 | -2.7 | 0.4 | . | 20
CN(C)CCCN(C(=O)c1ccc(S(=O)(=O)N2CCCCCC2)cc1)c1nc2ccc(Br)cc2s1 | 3 | 4 | -4 | 15 | -16 | 2 | -1.9 | 4.0 | -0.2 | 6
CCn1c(SCc2ccc(F)cc2)nnc1-c1nn(-c2ccccc2)ccc1=O | 5 | 35 | -4 | 12 | -4 | 11 | -0.4 | 3.3 | 4.5 | 19
O=C(c1cccc(NC2=NC3CS(=O)(=O)CC3S2)c1)N1CCN(c2cccc(Cl)c2)CC1 (stereo not drawn) | 1 | 2 | 4 | 10 | 6 | -8 | -0.2 | -6.1 | 1.6 | -4
CCOC(=O)C(C)Oc1c(C(=O)OC)sc2ncccc12 (stereo not drawn) | 7 | 16 | -5 | 3 | 2 | -1 | -2.2 | -0.7 | . | -4
COC(C/C=C\[C@H](O)[C@@H](C)OCc1ccccc1)OC | -3 | . | 6 | 26 | -2 | -5 | -2.6 | 1.3 | 1.0 | -3
CCCCC(=O)N/N=C/c1c(O)n(CC)c(=S)[nH]c1=O | -7 | -4 | 2 | 0 | 6 | -4 | -3.0 | 0.9 | . | 30
S=c1[nH]nc(C(c2ccccc2)C2CCCCC2)o1 (stereo not drawn) | 2 | 25 | -1 | 12 | 3 | -5 | -0.3 | -0.4 | . | 3
CS(=O)(=O)c1ccc(C(=O)OCC(=O)NC2CCS(=O)(=O)C2)cc1[N+](=O)[O-] (stereo not drawn) | 8 | 11 | 0 | -3 | -8 | 0 | -1.8 | 0.7 | 1.6 | -4
COCCn1c(SCc2nnc(-c3ccccc3)o2)nc2sc3c(c2c1=O)CCC3 | 1 | -6 | . | 2 | 0 | 2 | -2.8 | . | -2.3 | 8
CCC(=O)c1ccc(N2CCN(C(=O)c3cc([N+](=O)[O-])ccc3F)CC2)c(F)c1 | 7 | 17 | -6 | -6 | 3 | -1 | -0.9 | -2.4 | 4.5 | 11
O=C1CC(c2ccco2)CC(O)=C1C=Nc1ccccc1-c1ccccc1 (stereo not drawn) | 6 | 18 | -9 | -7 | 9 | -9 | 1.0 | 3.0 | . | 8

Record cards (already shown). Values in the order: FBA Mtb inh | VHR inh abs | Rv3671c inh | CCHFV vOTU inh | MazF activator | BoNT-F LC inh | FadD28 binding | Mtb UGM inh | BioA inh | GDH-TPI counter
Record of O=C1CC(c2ccco2)CC(O)=C1C=Nc1ccccc1-c1ccccc1 (stereo not drawn) : 6 | 18 | -9 | -7 | 9 | -9 | 1.0 | 3.0 | . | 8
Record of CCCCC(=O)N/N=C/c1c(O)n(CC)c(=S)[nH]c1=O : -7 | -4 | 2 | 0 | 6 | -4 | -3.0 | 0.9 | . | 30
Record of CCn1c(SCc2ccc(F)cc2)nnc1-c1nn(-c2ccccc2)ccc1=O : 5 | 35 | -4 | 12 | -4 | 11 | -0.4 | 3.3 | 4.5 | 19
Record of CCOC(=O)C(C)Oc1c(C(=O)OC)sc2ncccc12 (stereo not drawn) : 7 | 16 | -5 | 3 | 2 | -1 | -2.2 | -0.7 | . | -4
Record of O=C(c1cccc(NC2=NC3CS(=O)(=O)CC3S2)c1)N1CCN(c2cccc(Cl)c2)CC1 (stereo not drawn) : 1 | 2 | 4 | 10 | 6 | -8 | -0.2 | -6.1 | 1.6 | -4

Next section
SMILES | FBA Mtb inh | VHR inh abs | Rv3671c inh | CCHFV vOTU inh | MazF activator | BoNT-F LC inh | FadD28 binding | Mtb UGM inh | BioA inh | GDH-TPI counter
COc1cccc(NCc2cc(=O)oc3cc(C)c(O)cc23)c1 | -1 | 52* | 0 | 5 | 3 | -10 | 0.4 | -0.8 | -1.6 | 15
Cc1ccc(NC(=O)CCCc2nc3ccccc3s2)c(O)c1 | -1 | 7 | -6 | -7 | 10 | -3 | -0.6 | 0.3 | . | -4
Cc1ccc(CNC(C)(C)CO)cc1 | -3 | -11 | -6 | 5 | 6 | -2 | -1.3 | 0.2 | . | 0
C/C(=C\[C@@H](NP(=O)(c1ccccc1)c1ccccc1)c1ccccc1)CO[Si](c1ccccc1)(c1ccccc1)C(C)(C)C | 2 | . | 1 | -8 | -23 | -8 | -1.2 | 0.0 | -0.7 | -6
Cc1ccc(C(=O)NCCCNC(=O)COc2ccc(C)c(C)c2)cn1 | 5 | 11 | -8 | 11 | 2 | 10 | -2.2 | 0.8 | 2.5 | 5
